Screening results as filed in PubChem BioAssay.
GAA glycogen mod: alters human alpha-glucosidase cleavage of glycogen; P10253; recombinant GAA, glycogen substrate, Amplex Red glucose oxidase fluorescence; Potency, µM (series often up to 76.4 µM), for inactives: at the highest dose activity change, negative = inhibition, usual class: inhibitors; 0.38% of 300,000 active; AID 2100; active = well fitted inhibition curve with a large enough effect; inconclusive = small, poorly fitted or top-dose-only effect, or another doubt; inactive = no such curve, though single readings can be large or run the other way;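 note: 0% = full enzyme reaction and -100% = no-enzyme basal signal; the screen sought inhibitors and activators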
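Recombinant human enzyme (4 nM); glycogen substrate; 37 C, 40 min, pH 5.0. Readout: coupled glucose oxidase/Amplex Red fluorescence.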
* marks the source's active call; other numbers are inactive results; [ ] = dose if it differs, or a comment. Potency is the fitted concentration of half-maximal effect. The list is partial; the hit share may differ from the screen's.

The first 10 entries, ahead of the listing:
What do the screens show for `COc1ccc(S(=O)(=O)N2CCN(C)CC2)cc1NC(=O)c1ccccc1F`?
GAA glycogen mod: -10.7%[76.3 µM]

What do the screens show for `Cc1ccc(NC(=O)c2sc(-n3nc(C)c(CCC(C)C)c3C)nc2C)cc1C`?
GAA glycogen mod: 8.3%[76.3 µM]

Results for COc1ccc(/C=N\NC(=O)c2ccccc2OC)cc1COc1ccccc1C ?
GAA glycogen mod: 2.6%[76.3 µM]

How did Oc1ccc(N2CCN(Cc3cc4c(cc3Br)OCCO4)CC2)cc1 do in these assays?
GAA glycogen mod: -1.2%

What do the screens show for `CN(CC1CCCN(CCc2ccc(Cl)cc2)C1)C(=O)C(=O)c1ccco1` (stereo not drawn)?
GAA glycogen mod: 9.5%[76.3 µM]

What do the screens show for `Cc1cccc(-c2nc(-c3ccncc3)no2)c1`?
GAA glycogen mod: -0.9%[76.3 µM]

How did CN(C(=S)NC(=O)c1ccc(Cl)cc1)C1CCCCC1 do in these assays?
GAA glycogen mod: -2.6%[76.3 µM]

Results for Cc1onc(-c2c(Cl)cccc2Cl)c1C(=O)N1CCN(c2ccccc2F)CC1 ?
GAA glycogen mod: 1.2%[76.3 µM]

Results for CC1=C(C(=O)Nc2ccc(F)cc2F)C2(CCCCCC2)OC1=O ?
GAA glycogen mod: -12.0%[76.3 µM]

How did CCOc1cc(C(=O)Oc2cc(C)[nH]c(=O)c2[N+](=O)[O-])cc(OCC)c1OCC do in these assays?
GAA glycogen mod: -4.0%[76.3 µM]

The whole of this part, from the first entry:
What do the screens show for `COc1ccc(S(=O)(=O)N2CCN(C)CC2)cc1NC(=O)c1ccccc1F`?
GAA glycogen mod: -10.7%[76.3 µM]

What do the screens show for `Cc1ccc(NC(=O)c2sc(-n3nc(C)c(CCC(C)C)c3C)nc2C)cc1C`?
GAA glycogen mod: 8.3%[76.3 µM]

Results for COc1ccc(/C=N\NC(=O)c2ccccc2OC)cc1COc1ccccc1C ?
GAA glycogen mod: 2.6%[76.3 µM]

How did Oc1ccc(N2CCN(Cc3cc4c(cc3Br)OCCO4)CC2)cc1 do in these assays?
GAA glycogen mod: -1.2%

What do the screens show for `CN(CC1CCCN(CCc2ccc(Cl)cc2)C1)C(=O)C(=O)c1ccco1` (stereo not drawn)?
GAA glycogen mod: 9.5%[76.3 µM]

What do the screens show for `Cc1cccc(-c2nc(-c3ccncc3)no2)c1`?
GAA glycogen mod: -0.9%[76.3 µM]

How did CN(C(=S)NC(=O)c1ccc(Cl)cc1)C1CCCCC1 do in these assays?
GAA glycogen mod: -2.6%[76.3 µM]

Results for Cc1onc(-c2c(Cl)cccc2Cl)c1C(=O)N1CCN(c2ccccc2F)CC1 ?
GAA glycogen mod: 1.2%[76.3 µM]

Results for CC1=C(C(=O)Nc2ccc(F)cc2F)C2(CCCCCC2)OC1=O ?
GAA glycogen mod: -12.0%[76.3 µM]

How did CCOc1cc(C(=O)Oc2cc(C)[nH]c(=O)c2[N+](=O)[O-])cc(OCC)c1OCC do in these assays?
GAA glycogen mod: -4.0%[76.3 µM]

What do the screens show for `Cc1ccc(C23CC4CC(CC(C(=O)NC(C)C(=O)O)(C4)C2)C3)cc1` (stereo not drawn)?
GAA glycogen mod: 1.3%

What do the screens show for `O=C(N/N=C/c1coc2ccc(Cl)cc2c1=O)c1ccncc1`?
GAA glycogen mod: 0.7%[76.3 µM]

Results for COc1ccc(NC(=O)Cn2c(=O)c3ccccc3n3nncc23)cc1Cl ?
GAA glycogen mod: 13.7%[76.3 µM]

What do the screens show for `CCCC(=O)N1CC(=O)Nc2ccc(C)cc2C1c1ccccc1` (stereo not drawn)?
GAA glycogen mod: 3.7%

How did CC(C)[C@@H](N)C(=O)NCC1CCC(C(=O)N[C@@H](Cc2ccccc2)C(=O)O)CC1 (stereo partly drawn) do in these assays?
GAA glycogen mod: 0.4%

Results for CC(C)C(C)NC(=O)Cn1cnc2c(oc3ccccc32)c1=O (stereo not drawn) ?
GAA glycogen mod: 7.2%

What do the screens show for `Cc1ccc(C(=O)Nc2ccc3c(c2)OCO3)cc1Cl`?
GAA glycogen mod: 0.1%[76.3 µM]

What do the screens show for `CCCCn1c(C(C)NC(=O)c2ccccc2)nc2ccccc21` (stereo not drawn)?
GAA glycogen mod: -5.2%[76.3 µM]

Results for CCCn1nnnc1NCc1ccc(N(C)C)cc1 ?
GAA glycogen mod: -2.4%[76.3 µM]

What do the screens show for `CN(C)c1ccc(/C=C(\C#N)c2nc3ccccc3c(=O)[nH]2)cc1`?
GAA glycogen mod: -2.8%[76.3 µM]

How did CCC(C(=O)Nc1cc(C(F)(F)F)ccc1Cl)n1nc(C)c2sc3ccccc3c2c1=O (stereo not drawn) do in these assays?
GAA glycogen mod: 13.4%[76.3 µM]

What do the screens show for `O=C(CSc1nnc2ccc3ccccc3n12)c1ccc(F)cc1`?
GAA glycogen mod: 11.7%[76.3 µM]

How did COc1ccccc1CNC(=O)[C@@H](NC(=O)C1CCN(C(=O)[C@@H]2CCCN2)CC1)C(C)C do in these assays?
GAA glycogen mod: -7.4%[76.3 µM]

What do the screens show for `Cc1c(C(=O)N(Cc2ccccc2Cl)C2CCS(=O)(=O)C2)oc2ccccc12` (stereo not drawn)?
GAA glycogen mod: -6.8%[76.3 µM]

How did CCn1nccc1C(=O)Nc1ccc(C)c(C)c1 do in these assays?
GAA glycogen mod: 1.0%[76.3 µM]

How did COc1ccc(CCNC(=O)C2CCN(C(=O)c3ccc(Br)cc3)CC2)cc1OC do in these assays?
GAA glycogen mod: 12.3%[76.3 µM]

Results for Cc1ccc(C)c(N2CCN(c3ccc([N+](=O)[O-])cn3)CC2)c1 ?
GAA glycogen mod: 0.5%

How did O=C(CSc1ncc(-c2ccccc2)[nH]1)Nc1ccc(Cl)cc1 do in these assays?
GAA glycogen mod: -16.1%[76.3 µM]

What do the screens show for `CC(C)(C)OC(=O)N1Cc2ccccc2C[C@H]1C(=O)N1CCC[C@H]1C(=O)O`?
GAA glycogen mod: -5.7%

How did Cc1cccc2c1-c1sc(C(=O)NCCCN3CCN(c4cccc(Cl)c4)CC3)cc1CO2 do in these assays?
GAA glycogen mod: -6.1%[76.3 µM]

How did CCN1C(=O)c2ccccc2S(=O)c2ccc(C(=O)NCc3ccc(Cl)cc3)cc21 (stereo not drawn) do in these assays?
GAA glycogen mod: 9.0%[76.3 µM]

Results for COCc1nnc(NC(=O)CS(=O)(=O)c2ccc(C)cc2)s1 ?
GAA glycogen mod: 13.4%[76.3 µM]

How did CCc1ccccc1NC(=O)CNCC(=O)Nc1ccccc1CC do in these assays?
GAA glycogen mod: -9.1%

What do the screens show for `CCN(CC1CCCN(CCc2cccc(OC)c2)C1)C(=O)c1ccc(COC)o1` (stereo not drawn)?
GAA glycogen mod: -9.7%[76.3 µM]

How did Cn1c(=O)[nH]c(=O)c2c1nc(N1CCNCC1)n2Cc1ccccc1 do in these assays?
GAA glycogen mod: 20.0%[76.3 µM]

How did COc1ccccc1NC(=O)CN1CCN(CC(=O)Nc2ccc(F)cc2F)CC1 do in these assays?
GAA glycogen mod: 0.4%

What do the screens show for `CSc1ccc(CCNC(=O)C2=C(C)C(=O)OC23CCCCC3)cc1`?
GAA glycogen mod: 16.7%[76.3 µM]

Results for Cc1ccc(CNC(=O)c2cc(=O)c3cc(C)cc(C)c3o2)cc1 ?
GAA glycogen mod: -8.3%[76.3 µM]

What do the screens show for `COc1cccc(NS(=O)(=O)c2ccc3[nH]cc(C(=O)NC(C)c4ccccc4)c(=O)c3c2)c1` (stereo not drawn)?
GAA glycogen mod: -16.3%[76.3 µM]

What do the screens show for `CCOC(=O)C1=C(C)N=c2s/c(=C/c3cccc([N+](=O)[O-])c3O)c(=O)n2C1c1cc(OC)c(OC)c(OC)c1` (stereo not drawn)?
GAA glycogen mod: -0.9%

How did COc1ccccc1NC(=O)c1oc2ccccc2c1NC(=O)C(C)C do in these assays?
GAA glycogen mod: 12.0%[76.3 µM]

How did Cc1ccc(S(=O)(=O)c2nnn3c2nc(N2CCCC(C)C2)c2cc(Cl)ccc23)cc1C (stereo not drawn) do in these assays?
GAA glycogen mod: 11.8%[76.3 µM]

Results for COC(=O)C1CN(C(=O)C(C)Oc2ccc(C)c(C)c2)c2ccccc2O1 (stereo not drawn) ?
GAA glycogen mod: -0.5%

What do the screens show for `Cc1ccc(CCNC(=O)c2nn(C)c3c2CSc2ccccc2-3)cc1`?
GAA glycogen mod: -11.4%[76.3 µM]

Results for COc1cccc(-c2noc(C3CCCN(C(=O)c4cccc(F)c4)C3)n2)c1 (stereo not drawn) ?
GAA glycogen mod: -16.1%[76.3 µM]

How did CCCN(CCC)C(=O)Cn1c(SCc2cccc(C(F)(F)F)c2)nc2cccnc21 do in these assays?
GAA glycogen mod: -0.1%[76.3 µM]

How did Cc1onc(-c2c(Cl)cccc2Cl)c1C(=O)NCc1ccc(S(N)(=O)=O)cc1 do in these assays?
GAA glycogen mod: -10.2%[76.3 µM]

Results for CCCCCCc1cc2cc(-c3nnc(-c4cccc(Cl)c4)o3)c(=O)oc2cc1O ?
GAA glycogen mod: 6.7%[76.3 µM]

How did O=C(Nc1cc(Cl)ccc1O)c1cc(-c2ccco2)on1 do in these assays?
GAA glycogen mod: 6.4%[76.3 µM]

How did O=C(NCCCn1ccnc1)/C(=C/c1ccc(F)cc1)NC(=O)c1ccccc1 do in these assays?
GAA glycogen mod: 3.0%

What do the screens show for `Cc1ccc(S(=O)(=O)Oc2ccc3ccc(O)cc3c2)cc1`?
GAA glycogen mod: 3.8%[76.3 µM]

How did O=C(NCCc1ccccc1)C(=O)NCC(c1cccnc1)N1CCN(c2ccccc2F)CC1 (stereo not drawn) do in these assays?
GAA glycogen mod: 7.8%[76.3 µM]

What do the screens show for `O=C(CNC(=O)c1ccco1)NCC(=O)OCc1ccc(F)cc1`?
GAA glycogen mod: -3.9%

What do the screens show for `COc1ccc(Cl)cc1NC(=O)c1c(C(=O)Nc2cccc(C)c2C)sc2nc(C)cc(=O)n12`?
GAA glycogen mod: -5.2%[76.3 µM]

How did Cc1cccc(NC(=O)c2c(O)c3ccccc3[nH]c2=O)c1 do in these assays?
GAA glycogen mod: 8.1%

What do the screens show for `c1ccc(-n2nnc3ccccc32)cc1`?
GAA glycogen mod: -2.3%[76.3 µM]

How did CCOc1ccc(NC(=O)CCc2nc3cccnc3n2Cc2ccc(OC)cc2)cc1 do in these assays?
GAA glycogen mod: -1.8%[76.3 µM]

What do the screens show for `COCCn1c(SCC(=O)Nc2cccc(NC(C)=O)c2)nc2c([nH]c3ccccc32)c1=O`?
GAA glycogen mod: -0.7%[76.3 µM]

Results for O=[N+]([O-])c1cc(Br)c2nsnc2c1N1CCOCC1 ?
GAA glycogen mod: -15.5%[76.3 µM]

What do the screens show for `COC(=O)CSc1nc2ccccc2c(=O)n1Cc1ccccc1`?
GAA glycogen mod: 10.2%[76.3 µM]

What do the screens show for `COc1ccc(-c2nc3ccccc3c(=O)n2CCc2ccc(O)cc2)cc1`?
GAA glycogen mod: -6.1%

How did O=C(C(Cl)c1ccccc1)N1CCOCC1 (stereo not drawn) do in these assays?
GAA glycogen mod: 10.9%

What do the screens show for `N=C1/C(=C\c2ccc(OC(=O)c3ccco3)cc2)C(=O)N=C2SC(N3CCCCC3)=NN12`?
GAA glycogen mod: -5.8%[76.3 µM]

Results for O=C(CSc1nncn2c1cc1occc12)Nc1ccccc1C(F)(F)F ?
GAA glycogen mod: 4.9%[76.3 µM]

What do the screens show for `CCC1CN(C(=O)N2CCC(C(=O)NCCc3cc(OC)ccc3OC)CC2)c2ccccc2O1` (stereo not drawn)?
GAA glycogen mod: 4.0%[76.3 µM]

What do the screens show for `Cc1ccc(S(=O)(=O)/N=C2\C=C(Nc3cccc(C(=O)O)c3)C(=O)c3ccccc32)cc1`?
GAA glycogen mod: -21.1%

Results for CCOc1ccc(N=C2NC(=O)CS2)cc1 ?
GAA glycogen mod: -7.6%[76.3 µM]

What do the screens show for `CC1CN(C(=O)CCC(=O)NCc2ccccn2)c2ccccc2O1` (stereo not drawn)?
GAA glycogen mod: inconclusive

How did CCC1CCCCN1C(=O)c1cc(COc2ccc(-n3cncn3)cc2)on1 (stereo not drawn) do in these assays?
GAA glycogen mod: -2.2%[76.3 µM]

Results for N#Cc1ccccc1S(=O)(=O)N1CCN(S(=O)(=O)c2ccc(Br)c(C(=O)O)c2)CC1 ?
GAA glycogen mod: -17.8%

How did Cn1ccc(C(=O)Nc2cccnc2Cl)n1 do in these assays?
GAA glycogen mod: -3.3%[76.3 µM]

Results for Cc1cccc(OCCC(=O)Nc2ccccc2C(N)=O)c1 ?
GAA glycogen mod: -0.2%[76.3 µM]

Results for Cn1c(CNC(=O)CNC(=O)Cc2ccccc2)cc(=O)n(C)c1=O ?
GAA glycogen mod: -0.5%[76.3 µM]

How did CCOc1ccc(CN2CCN(C(=O)c3cccc4ccccc34)CC2)cc1 do in these assays?
GAA glycogen mod: -3.5%[76.3 µM]

What do the screens show for `COc1ccc(/C=N/n2nnnc2N)c(OC)c1`?
GAA glycogen mod: -3.7%

What do the screens show for `COc1ccc(NC(=O)NC2(C(=O)N3CCCC(C)C3)CCCCC2)cc1` (stereo not drawn)?
GAA glycogen mod: 4.4%

Results for COc1ccc(CNC(=O)C2CCCN2C(=O)NCc2ccccc2)cc1 (stereo not drawn) ?
GAA glycogen mod: -5.6%[76.3 µM]

Results for O=C1c2ccccc2C(=O)N1CCOc1cccc(Br)c1 ?
GAA glycogen mod: -11.2%[76.3 µM]

How did CC1CCCCC1NC(=O)CCn1c(=O)sc2ccccc21 (stereo not drawn) do in these assays?
GAA glycogen mod: -1.2%[76.3 µM]

What do the screens show for `Cc1ccc(Nc2c(-c3ccccc3O)nc3cc(C)ccn23)cc1`?
GAA glycogen mod: inconclusive

How did COc1ccc(Cl)cc1Nc1nc(C)nc2c1nnn2Cc1ccccc1 do in these assays?
GAA glycogen mod: -0.6%[76.3 µM]

Results for Cc1cc(C)cc(-n2ccn3c(CC(C)(C)CC(=O)O)nnc3c2=O)c1 ?
GAA glycogen mod: 15.6%[76.3 µM]
